HDAC3 inh – blocks human histone deacetylase 3. O15379. recombinant HDAC3, fluorogenic peptide/trypsin coupled, fluorescence. inhibition, % at 8.3 µM. 320,000 compounds, 0.15% hits. AID 2718; in the data active = inhibition above about 26%, passing the limit was not always enough
TMEM16A inh – inhibitors of mouse TMEM16A calcium-activated chloride channel; Q8BHY3; HEK293 TMEM16A/YFP iodide influx fluorescence, ionomycin; normalized B-score (activity score, 25-100; higher = stronger inhibition) at 10 µM; 310,000 compounds, 1.2% hits; AID 588511;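 active = ratio plate-corrected score three or more library SD toward inhibition, starting fluorescence score within five deviations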;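 also: score derived from kinetic fluorescence span divided by baseline fluorescence per well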
KCNK3 block – human KCNK3 channel inhibition, primary screen; O14649; CHO-KCNK3 thallium flux, FluxOR fluorescence; active compounds read low; B-score at 10 µM; 340,000 compounds, 0.84% hits; AID 602410;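 active = B-score under library mean minus 4 SD, starting fluorescence ratio at most library mean plus 5 SD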;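 also: more negative B-score means stronger inhibition of thallium flux through KCNK3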
ANO1 activ – mouse TMEM16A channel activation, primary screen; AID 623877; 340,000 compounds, 0.3% hits; B-score at 10 µM; HEK293 TMEM16A/YFP-H148Q/I152L, iodide quench fluorescence; active compounds read low; Q8BHY3;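 active = fluorescence-ratio B-score plate-corrected deviation score at least 3 library SD below zero, with starting fluorescence score within 5 deviations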;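 also: channel opened by trigger with iodide after compound preincubation; score built on the fluorescence ratio of max minus min over baseline; more negative score means more quench and so TMEM16A activation or potentiation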
* = called active by the depositor; i = inactive.

SMILES	HDAC3 inh	TMEM16A inh	KCNK3 block	ANO1 activ
CC[C@@H]1C(=O)OC[C@@H]1Cc1cncn1C	-1	i	i	i

Screening data as filed in PubChem BioAssay.

The list is partial; rates above refer to the full screens.
